Screening data from PubChem.
RGS4 inh: inhibitors of human RGS4 | 0.45% of 310,000 active | P49798 | HEK293 M3R/RGS4 inducible, Fluo-4 calcium flux; hits give high values; triggered by carbachol at its EC20 | B-score at 10 µM;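 active = B-score, a plate-corrected calcium signal, over three deviations above library mean, with baseline fluorescence within five deviations of library mean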;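 note: RGS4 expression induced by doxycycline in cells with stable M3 receptor; B-score is computed from the integrated fluorescence ratio over baseline after carbachol; higher B-score means a larger calcium signal and so more RGS4 inhibition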
Target sequence (P49798 whole entry, looked up): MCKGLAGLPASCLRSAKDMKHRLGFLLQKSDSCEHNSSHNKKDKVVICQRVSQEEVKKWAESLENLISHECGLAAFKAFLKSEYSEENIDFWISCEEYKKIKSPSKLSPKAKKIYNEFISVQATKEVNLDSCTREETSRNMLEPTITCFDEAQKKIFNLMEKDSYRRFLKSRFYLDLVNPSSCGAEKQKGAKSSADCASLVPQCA
TMEM16A act: mouse TMEM16A channel activation, primary screen; Q8BHY3; HEK293 TMEM16A/YFP-H148Q/I152L, iodide quench fluorescence; hits give low values; B-score at 10 µM; 0.3% of 340,000 active; AID 623877;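 active = fluorescence-ratio B-score plate-corrected deviation score at least 3 library SD below zero, with starting fluorescence score within 5 deviations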;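 note: channel opened by trigger with iodide after compound preincubation; score built on the fluorescence ratio of max minus min over baseline; more negative score means more quench and so TMEM16A activation or potentiation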
HDAC3 inh: human HDAC3 inhibition; O15379; recombinant HDAC3, fluorogenic peptide/trypsin coupled, fluorescence; inhibition, % at 8.3 µM; 0.15% of 320,000 active; AID 2718; in the data active = inhibition above about 26%, passing the limit was not always enough; inconclusive = no clear call, values can overlap the other calls
Target sequence (O15379 whole entry, looked up): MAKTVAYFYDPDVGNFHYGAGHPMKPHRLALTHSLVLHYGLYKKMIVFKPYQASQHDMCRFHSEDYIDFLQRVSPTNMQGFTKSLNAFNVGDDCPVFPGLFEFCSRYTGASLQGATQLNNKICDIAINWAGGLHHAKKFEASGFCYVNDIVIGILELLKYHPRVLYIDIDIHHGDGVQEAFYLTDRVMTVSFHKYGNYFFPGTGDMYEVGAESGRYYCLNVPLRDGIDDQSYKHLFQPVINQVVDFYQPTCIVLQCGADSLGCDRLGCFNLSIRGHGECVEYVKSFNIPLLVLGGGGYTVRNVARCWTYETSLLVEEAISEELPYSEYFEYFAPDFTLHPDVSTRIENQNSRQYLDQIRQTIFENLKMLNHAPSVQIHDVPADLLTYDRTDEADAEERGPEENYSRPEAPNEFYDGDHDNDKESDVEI
KCNQ1 inh: human KCNQ1 channel inhibition | P51787 | CHO-K1 KCNQ1, FluxOR thallium flux fluorescence; hits give high values | B-score at 10 µM | 1.3% of 310,000 active | AID 2642;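 active = compounds whose thallium flux B-score, printed positive for inhibition, exceeds three library SD while starting fluorescence stays within three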;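 note: channel opened by potassium depolarization with thallium stimulus after 20 min compound exposure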
ANO1 block: blocks the mouse calcium-activated chloride channel TMEM16A; Q8BHY3; normalized B-score (activity score, 25-100; higher = stronger inhibition) at 10 µM; 1.2% of 310,000 active; HEK293 TMEM16A/YFP iodide influx fluorescence, ionomycin;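 active = ratio plate-corrected score three or more library SD toward inhibition, starting fluorescence score within five deviations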;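 note: score derived from kinetic fluorescence span divided by baseline fluorescence per well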
KCNQ1 pot: potentiators or activators of human KCNQ1 potassium channel. P51787. CHO-K1 KCNQ1, thallium flux FluxOR fluorescence; hits give high values. B-score at 10 µM. 0.35% of 310,000 active;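 active = fluorescence ratio B-score, a plate-corrected score, at least three library SD, with initial intensity B-score within 5 SD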
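Doses: Single concentration per compound, DMSO matched to controls | Test system: KCNQ1-transfected CHO-K1 cells | Timing: 90 min dye loading and 20 min compound exposure, both at room temperature | Measured by: Kinetic FluxOR thallium fluorescence, 10-s 1-Hz baseline, 110-s post-stimulus read | Medium: Assay buffer with matched DMSO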
SKKanGAS inh: blocks kanamycin growth of S. pyogenes SKKanGAS strain | BacTiter-Glo, 6 h | inhibition, % at 7.5 µM | 1.3% of 300,000 active | AID 1662;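 active = mean replicate score, as percent of positive control median, at least 50; inconclusive = mean below 50 but one replicate at or above 50; inactive = mean and every replicate below 50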;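 note: strain carries kanamycin resistance gene driven by streptokinase promoter and grows in 40 µg/ml kanamycin; loss of luminescence reflects streptokinase promoter inhibition or plain growth inhibition; 0% = median of DMSO wells and 100% = positive control at its reference dose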
hERG rescue: hERG (human) protection from proarrhythmic block; Q12809; CHO-hERG, FluxOR thallium flux, dofetilide IC70 present; activation (rescue from dofetilide block), less the hit threshold, % at 10 µM; 0.51% of 310,000 active;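 active = activation above the mean of controls blocked by dofetilide plus 5 SD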;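 note: thallium influx through hERG after potassium depolarization seen as dye fluorescence rise; in these data hits start at about 4.7%; inactives centre near -7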
RGS4 pot: potentiators or activators of RGS4; 0.92% of 310,000 active; HEK293 M3R/inducible RGS4, carbachol calcium flux Fluo4; hits give low values; B-score at 10 µM; AID 463111;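 active = B-score of the integrated calcium signal more than 4 SD below the library mean, with starting fluorescence not abnormally high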;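 note: negative B-score means reduced calcium response which marks RGS4 activation or potentiation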
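Material: Inducible-RGS4 HEK293 cells carrying M3 receptor; also added: carbachol at ECmax as muscarinic agonist stimulus; incubation: compound preincubation 20 min at room temperature before agonist; signal: Fluo4-AM (2 µM) calcium-flux fluorescence, kinetic read; measure: integrated calcium ratio converted to B score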
KCNK3 block: human KCNK3 channel inhibition, primary screen. O14649. CHO-KCNK3 thallium flux, FluxOR fluorescence; hits give low values. B-score at 10 µM. 0.84% of 340,000 active. AID 602410;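 active = B-score under library mean minus 4 SD, starting fluorescence ratio at most library mean plus 5 SD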;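 note: more negative B-score means stronger inhibition of thallium flux through KCNK3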
KCNK9 inh: human KCNK9 channel inhibition; Q9NPC2; HEK293 KCNK9, FluxOR thallium flux fluorescence; hits give low values; B-score at 10 µM; 1.2% of 310,000 active;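 active = ratio B-score over 3 SD below the library mean, with starting fluorescence within 5 SD of its mean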;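 note: negative B-score means less thallium flux so channel inhibition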
Target sequence (Q9NPC2 whole entry, looked up): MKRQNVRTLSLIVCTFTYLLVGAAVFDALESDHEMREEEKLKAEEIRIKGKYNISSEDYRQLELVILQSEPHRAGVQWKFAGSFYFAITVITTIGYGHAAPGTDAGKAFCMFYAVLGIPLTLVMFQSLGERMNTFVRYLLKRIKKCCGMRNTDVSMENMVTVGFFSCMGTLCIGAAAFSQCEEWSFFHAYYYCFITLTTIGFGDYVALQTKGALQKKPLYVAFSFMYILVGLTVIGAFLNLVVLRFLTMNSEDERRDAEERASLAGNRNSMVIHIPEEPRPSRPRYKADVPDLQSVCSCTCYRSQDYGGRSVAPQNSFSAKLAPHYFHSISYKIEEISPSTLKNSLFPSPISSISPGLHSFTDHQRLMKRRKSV
Starred values were filed as active, the others as inactive; i = inactive; u = inconclusive; x = no result given. Not a hit list (roughly 6.3% active in at least one column).

SMILES	RGS4 inh	TMEM16A act	HDAC3 inh	KCNQ1 inh	ANO1 block	KCNQ1 pot	SKKanGAS inh	hERG rescue	RGS4 pot	KCNK3 block	KCNK9 inh
COc1ccc(CN(C)C(=O)Cn2ccsc2=N)cc1OC	i	i	1	i	i	i	1	-4	i	i	i
N#Cc1ccc(/C=C\c2nccc3c2[nH]c2ccccc23)cc1	i	i	-1	i	i	i	32	-14	i	-10*	i
CC(=O)c1c(C)[n+]([O-])c2ccc3c(non3O)c12	i	i	9	i	i	i	-10	-25	i	i	i
COc1cc(NC(=O)c2cccs2)c(C(=O)OCC(=O)c2cc(C)n(-c3ccc(F)cc3)c2C)cc1OC	i	i	-2	i	i	i	1	-10	i	i	i
C=CCCCCc1nc2ccccc2c(=O)n1N	i	i	4	i	i	i	1	-4	i	i	i
CC(C)c1ccc(NC(=S)NC2CCCCCC2)cc1	i	i	0	i	i	i	16	-6	i	i	i
Cc1ccc(C(=O)Nc2ccc(N3CCOCC3)cc2N2CCOCC2)cc1	i	i	3	i	i	i	-5	-14	i	i	i
CC(C)[C@H](NC(=O)[C@H](Cc1ccccc1)n1c(=O)[nH]c2ccccc2c1=O)C(=O)N1CCC[C@H]1C(=O)O	i	i	0	i	i	i	-1	-4	i	i	i
CCNC(=O)c1cc2c(=O)n3cccc(C)c3nc2n(Cc2ccc(C)cc2)c1=N	i	i	-202	i	i	i	2	-19	i	i	i
COc1ccc(C(=O)O)c(O)c1	i	i	-8	i	i	i	-3	-7	i	i	i
COc1ccc(NC(=O)C2CCCN(c3c4c(nc5ncnn35)CCC4)C2)cc1 (stereo not given)	i	i	4	i	i	i	3	-8	i	i	i
O=C(Nc1ccccc1N1CCOCC1)c1ccc2ccccc2c1	i	i	5	i	i	i	0	-8	i	i	i
COc1ccc(C(C(=O)NCc2ccccc2)N(C(=O)c2snc(C(N)=O)c2N)c2ccccc2OC)cc1OC (stereo not given)	i	i	-3	i	i	i	5	-16	i	i	i
COc1cccc(-c2nn(-c3ccccc3)cc2CO)c1	i	i	-8	i	i	i	-5	-5	i	i	i
CCc1cc(=O)oc2cc(C)cc(OC(C)C(=O)NCc3ccccn3)c12 (stereo not given)	i	i	-6	i	i	i	1	-3	i	i	i
Cc1ccccc1C(=O)c1cccn1CC(=O)NCc1ccc(Cl)cc1	i	i	5	i	i	i	-1	-10	i	i	i
CC(=O)NCCC(=O)Nc1cc(S(=O)(=O)N2CCCCC2)ccc1Oc1ccccc1	i	i	6	i	i	i	0	-10	i	i	i
CCC1C(=O)N=C(SCC(=O)NC2CCCCC2)NC1=O (stereo not given)	i	i	-1	i	i	i	1	-6	i	i	i
CCOc1ccccc1NC(=O)C(CC(C)C)NC(=O)C1CCCCC1 (stereo not given)	i	i	3	i	i	i	-3	-2	i	i	i
Cc1c(Br)c(C(F)(F)F)nn1CC(=O)NCc1ccccc1	i	i	4	i	i	i	-2	-8	i	i	i
CCC1CCc2c(sc(NC(=O)c3cccnc3)c2C(N)=O)C1 (stereo not given)	i	i	-2	i	i	i	3	-6	i	i	i
CC1CCCCN1S(=O)(=O)c1ccc(NC(=O)c2cccc(-n3cnnn3)c2)cc1 (stereo not given)	i	i	6	i	i	i	-2	-9	i	i	i
COc1ccc(/C=C2/SC(=O)N(CC(O)Cn3c4ccccc4c4ccccc43)C2=O)cc1 (stereo not given)	i	i	2	i	i	i	1	-12	i	i	i
COc1ccccc1C(c1nnnn1C(C)C)N1CCN(C(=O)c2ccco2)CC1 (stereo not given)	i	i	-4	i	i	i	2	-3	i	i	i
O=C(NCc1ccco1)c1ccc([N+](=O)[O-])cc1Cl	i	i	6	i	i	i	-1	-9	i	i	i
Cc1cc2c(N3CCCCC3C)ncnc2s1 (stereo not given)	i	i	4	i	i	i	-1	-4	i	i	i
CCC1(C(=O)c2ccc(Cl)cc2)C2c3ccccc3OC(=O)C21C(=O)Nc1ccccc1 (stereo not given)	i	i	-4	i	i	i	3	-11	i	i	i
O=C(C[n+]1ccccc1)N/N=C/c1ccc(O)cc1	i	i	0	i	i	i	-10	-11	i	i	i
Cc1cc(=O)n2nc(N3CCCC(C(=O)NCc4ccccc4Br)C3)sc2n1 (stereo not given)	i	i	2	i	i	i	0	-6	i	i	i
O=C(c1ccc(Br)s1)N1CCCC1	i	i	4	i	i	i	0	-7	i	i	i
Cc1ccc(NS(=O)(=O)c2ccc(-c3ccc(=O)[nH]n3)o2)cc1Cl	i	i	-10	i	i	i	5	-8	i	i	i
COc1cc(Cl)ccc1OCc1cc(C(=O)N(C)Cc2nnc(C)o2)no1	i	i	-7	i	i	i	4	-6	i	i	i
Cc1nonc1NC(=O)CSc1nc(C2CCCCC2)nc2ccccc12	i	i	-6	i	i	i	10	-7	i	i	i
COC(=O)CCCNC(=O)c1ccc(OS(=O)(=O)c2cc([N+](=O)[O-])ccc2C)cc1	i	i	-2	i	i	i	-5	-6	i	i	i
COc1ccc(-c2nnc(SCC(=O)Nc3ccc(C)cc3)n2C)cc1	i	i	x	i	i	i	-11	-10	i	i	i
O=C(C1CCC(=O)N(C2CC2)C1)N1CCC(Oc2cccc(F)c2)CC1 (stereo not given)	i	i	-1	i	i	i	1	-6	i	i	i
CCCn1c(=O)c2c(nc3n2CCCN3Cc2ccccc2)n(C)c1=O	i	i	0	i	i	i	-2	-4	i	i	i
O=C(NCc1ccccc1)C(Cc1ccccc1)N1C(=O)C2C3CCC(C3)C2C1=O (stereo not given)	i	i	1	i	i	i	8	-4	i	i	i
COCCNc1c(-c2ccc(OC)c(OC)c2)nc2ccc(Cl)cn12	i	i	0	i	i	i	-1	-3	i	i	i
COc1ccc(C(=O)C2CCCN(Cc3cc(Cl)ccc3O)C2)c(OC)c1 (stereo not given)	i	i	0	6*	i	i	-2	-13	i	i	i
CC(=O)N1CCN2C(=O)C1CCCC(=O)c1cc(C3CCCCC3)ccc12 (stereo not given)	i	i	-4	i	i	i	-8	-12	i	i	i
OCC1CCCCN1C(=S)Nc1ccc(Cl)cc1Cl (stereo not given)	i	i	-6	i	i	i	6	-9	i	i	i
CN1CCN(CCc2nc3cc(NC(=O)COc4ccccc4)ccc3n2C)CC1	i	i	-6	i	i	i	3	-8	i	i	i
COc1ccc(C)cc1NC(=O)CNC(c1ccccc1)c1ccc(C)cc1 (stereo not given)	i	i	-13	i	i	i	38	-9	i	i	-7.6*
O=[N+]([O-])c1cccnc1N1CCC(c2cc(-c3cccc(C(F)(F)F)c3)n[nH]2)CC1	i	i	7	i	100*	i	100*	-11	i	i	i
COc1ccc(C)cc1S(=O)(=O)N(CC(=O)N1CCOCC1)c1cc(C)cc(C)c1	i	i	x	i	i	i	-2	-7	i	i	i
Cc1ccc(CNC(=O)c2csc3c2CCCCC3)cc1	i	i	2	i	i	i	18	-10	i	i	i
COc1cccc(C(=O)Nc2ccc(C(=O)c3ccccc3)cc2)c1	i	i	-1	i	100*	i	0	-9	i	i	-7.7*

By substructure: the compounds so far with a nitro group on carbon.
SMILES	RGS4 inh	TMEM16A act	HDAC3 inh	KCNQ1 inh	ANO1 block	KCNQ1 pot	SKKanGAS inh	hERG rescue	RGS4 pot	KCNK3 block	KCNK9 inh
O=C(NCc1ccco1)c1ccc([N+](=O)[O-])cc1Cl	i	i	6	i	i	i	-1	-9	i	i	i
COC(=O)CCCNC(=O)c1ccc(OS(=O)(=O)c2cc([N+](=O)[O-])ccc2C)cc1	i	i	-2	i	i	i	-5	-6	i	i	i
O=[N+]([O-])c1cccnc1N1CCC(c2cc(-c3cccc(C(F)(F)F)c3)n[nH]2)CC1	i	i	7	i	100*	i	100*	-11	i	i	i

The list continues.
SMILES	RGS4 inh	TMEM16A act	HDAC3 inh	KCNQ1 inh	ANO1 block	KCNQ1 pot	SKKanGAS inh	hERG rescue	RGS4 pot	KCNK3 block	KCNK9 inh
Cc1ccc(OCc2ccc(C(=O)NN)o2)cc1C	i	i	3	i	i	i	1	-5	i	i	i
CSc1nnc2c(n1)OC(C)N(C(=O)c1ccccc1)c1ccccc1-2 (stereo not given)	i	i	2	i	i	i	-1	-14	i	i	i
Cc1ccc(S(=O)(=O)C2C(=O)N(C)C3(C)CC2c2ccccc2O3)cc1C (stereo not given)	i	i	-3	i	i	i	0	-5	i	i	i
Cc1ccc(-c2ccc(C(=O)NCc3ccc(Cl)cc3)o2)c2ccccc12	4.8*	i	3	i	i	i	27	-17	i	i	i
COc1ccccc1NS(=O)(=O)c1cc(NC(=O)c2ccc3c(c2)OCCO3)ccc1C	i	i	7	i	i	i	34	-9	i	i	i
O=C(OCC(=O)N1CCCc2ccccc21)c1ccc(F)c(S(=O)(=O)N2CCOCC2)c1	i	i	-5	i	i	i	-7	-17	i	i	i
O=C(NCCCCNC(=O)c1ccc(Cl)s1)c1ccc(Cl)s1	i	i	-6	i	i	i	-6	-6	i	i	i
CCc1nnc(NC(=O)C2CCCN2C(=O)Nc2ccc(Cl)cc2)s1 (stereo not given)	i	i	-2	i	i	i	-1	-5	i	i	i
CC1(C)CC(=O)C=C(Nc2ccc(C(=O)O)cc2)C1	i	i	u	i	i	i	0	-2	i	i	i
O=C(c1cccc([N+](=O)[O-])c1)N1CCCC(C(=O)N2CCN(c3ccccc3)CC2)C1 (stereo not given)	i	i	5	i	i	i	-9	-6	i	i	i
COCCNC(=S)N1CCC(NC(=O)Nc2ccc(C)cc2)CC1	i	i	0	i	i	i	12	-8	i	i	i
CCCCCCOc1ccc(N2C(=O)CC(N3CCN(CCN=CC4C(=O)CC(C)(C)CC4=O)CC3)C2=O)cc1 (stereo not given)	i	i	7	i	i	i	18	-10	i	i	i
Cc1cc(F)ccc1NS(=O)(=O)c1cccc2nsnc12	i	i	-4	i	i	i	2	0	i	i	i
CCOc1ccccc1NC(=O)NC1CCN(CC(=O)Nc2ccc3c(c2)OCCO3)CC1	i	i	5	i	i	i	4	-14	i	i	i
Cc1nnc(SCCN2CCOCC2)c2nn(-c3ccccc3F)c(C)c12	i	i	x	i	x	i	-19	-6	i	i	i
CC(c1nccs1)N(C)C(=O)CCc1nnc(CCc2ccccc2)o1 (stereo not given)	i	i	-4	i	i	i	4	-4	i	i	i
CCCCOc1ccc(/C=C/C(=O)NCCc2nc3ccccc3[nH]2)cc1	i	i	11	i	i	i	8	-10	i	i	i
